NSD2 HMT inh: NSD2 (human) methyltransferase inhibition | NSD2 peptide methylation, AlphaScreen, 120 min | inhibition, % at 12.5 µM | 310,000 tested, 0.54% active; in the data active means inhibition above about 50%
PKA-R2B activ: activates the human PKA-R2B holoenzyme complex; P22694+P31323; PKA-R2B holoenzyme dissociation, Cy5-IP20 fluorescence polarization; R2B truncated from residue 108, S112A mutant; 0% DMSO only, 100% 113 µM cGMP; activation, % at 11.4 µM; 340,000 tested, 0.079% active; AID 504700;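 active means activation above a cutoff set at the mean over all compounds plus 3 SD, cut at about 18% in these data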;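 further: higher means more holoenzyme dissociation and a rise in polarization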
Target sequence (P31323 whole entry, looked up, other chains not shown, the tested form may be a part): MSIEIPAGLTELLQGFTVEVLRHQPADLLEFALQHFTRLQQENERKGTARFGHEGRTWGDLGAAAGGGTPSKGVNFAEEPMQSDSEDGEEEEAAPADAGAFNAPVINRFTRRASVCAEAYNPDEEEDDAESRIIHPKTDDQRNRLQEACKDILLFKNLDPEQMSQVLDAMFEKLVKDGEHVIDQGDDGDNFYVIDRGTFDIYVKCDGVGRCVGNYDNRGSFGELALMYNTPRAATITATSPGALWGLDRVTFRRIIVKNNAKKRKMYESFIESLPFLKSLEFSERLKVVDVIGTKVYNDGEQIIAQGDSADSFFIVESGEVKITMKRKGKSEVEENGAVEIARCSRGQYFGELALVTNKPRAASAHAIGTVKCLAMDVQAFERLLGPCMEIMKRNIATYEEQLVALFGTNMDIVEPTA
Pemphigus Ab inh: human desmoglein-3 autoantibody binding inhibition; DSG3-coupled beads, scFv-anti-DSG3-GFP binding, flow cytometry; hits give low values; binding (percent of control), % at 10 µM; 310,000 tested, 0.48% active; AID 588358;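 active means binding more than 3 SD below its plate's average and above zero; inconclusive means below that plate limit but binding exactly zero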;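 further: hits lower antibody fragment binding to DSG3; some compounds called inactive have numbers as strong as hits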
PKA-R1A act: activators of PKA-R1A complex. PKA-R1A dissociation, Cy5-IP20 fluorescence polarization; scaled: DMSO 0%, 113 µM cGMP 100%. activation, % at 11.4 µM. P00514+P68181. 340,000 tested, 0.083% active;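 active means percent activation above the mean of all tested compounds plus 3 SD, cut at about 19% in these data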;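 further: higher means more PKAc released from R1A so a rise in polarization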
CDK5 inh: CDK5/p35 (human) kinase inhibition; inhibition, % at 10 µM; Recombinant CDK5/p35, ADP-Glo luminescence, 60 min; AID 488839; 330,000 tested, 0.01% active; Q00535+Q15078;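 active means highest replicate inhibition of at least 50% and at least 75% of replicates reaching 50%; inconclusive means only one of the two criteria met; inactive means both criteria failed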;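 further: plate controls were DMSO neutral control for no effect and GW8510 at 10 µM for full effect; many of its hits are not listed in these tables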
SR-BI DiI-HDL act: activators of SR-BI mediated HDL lipid uptake; CHO ldlA[mSR-BI] cells, DiI-HDL uptake fluorescence, 3 h; 100 = double the neutral-control signal; activation, % at 12.5 µM; 320,000 tested, 0.096% active;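 active means mean replicate activation of at least 60% and every replicate at or above 60%; inconclusive means mean or all-replicate condition met, but not both; inactive means mean below 60% and not all replicates reaching 60%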;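 further: 0% = median plate neutral-control signal and 100% = twice that signal; values of inactives mirror those of a sister screen read the other way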
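Test system: SR-BI-overexpressing, LDLR-lacking CHO cells; Also added: labelled HDL, 10 µg/mL; Measured by: bottom-read cell fluorescence after medium removal, ex 550/em 595 nm; Timing: 3 h uptake period with compound, 37 °C; Buffer or medium: F12, 0.5% BSA, 25 mM HEPES; Doses: single compound concentration, delivered by pin transfer.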
MITF act: increases MITF-driven TRPM1 promoter luciferase signal | SK-MEL-5 TRPM1-promoter luciferase, 24 h; % of positive control, neutral wells = 0 | 300,000 tested, 0.75% active | activation, % at 12.5 µM;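 active means mean activation of at least 80% with every replicate also reaching 80%; inconclusive means mean reaches 80% but some replicate falls short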;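 further: 0% = neutral control wells and 100% = parthenolide positive control wells; values of inactives mirror those of a sister screen read the other way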
SUMO Mot1 rescue: SUMOylation pathway inhibition by Mot1-301 growth rescue; growth rescue, % at 18.8 µM; S. cerevisiae Mot1-301 growth rescue, ATP luminescence, 38.5C; percent above DMSO median, 100 means doubled; 320,000 tested, 1% active;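 active means every valid replicate shows activation above 250% relative to neutral control wells; inactive means the rest, any valid replicate at or below 250%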;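 further: OY570 slx delta 5 strain wells were the positive control but not used for scaling; some compounds called inactive have numbers as strong as hits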
Arr AP2 block: human beta-arrestin and AP2 interaction inhibition | FITC-arrestin peptide / GST-AP2 beads, flow cytometry; AP2 beta2 appendage carries R879A mutation | inhibition, % at 10 µM | 340,000 tested, 0.31% active | AID 504490;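 active means inhibition above a set limit, near 3 SD of compounds lacking own fluorescence, cut at about 54% in these data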;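 further: plate controls were DMSO wells for no effect and 5 µM unlabelled arrestin peptide for full effect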
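System: GST-AP2 R879A glutathione beads. Medium: PBS with 0.05% Tween 20 and 0.1% BSA. Also added: FITC-arrestin peptide, 50 nM. Incubation: 12 min plus 1 h, RT. Measured by: high-throughput flow cytometry of beads, ex 488, em 535 nm. Evaluation: percent drop in bead-associated FITC signal.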
SR-BI HDL uptake: blocks mouse SR-BI lipid uptake from DiI-HDL; Q61009; ldlA[mSR-BI] CHO cells, DiI-HDL uptake fluorescence, 3 h; inhibition, % at 12.5 µM; 320,000 tested, 0.96% active; AID 488896;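 active means mean replicate inhibition of at least 70% and a set share of replicates each scoring 70 or more; inconclusive means meets just one of the two criteria; inactive means fails both criteria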;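 further: 0% = median of neutral control wells and 100% = median of positive control wells; values of inactives mirror those of a sister screen read the other way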
dFosB activator: mouse delta FosB homodimer activation; purified delta FosB, TAMRA-CDK5 oligo fluorescence polarization; percent of positive-control signal above neutral wells; activation, % at 25 µM; 340,000 tested, 0.99% active; AID 493131;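 active means mean activation above about 17%, with every replicate also reaching it, limit read from the data, passing the limit was not always enough; inconclusive means only one of the two conditions met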;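 further: fluorescence polarization rise as delta FosB binds a TAMRA Cdk5 AP-1 oligo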
Target sequence (P13346 whole entry, looked up): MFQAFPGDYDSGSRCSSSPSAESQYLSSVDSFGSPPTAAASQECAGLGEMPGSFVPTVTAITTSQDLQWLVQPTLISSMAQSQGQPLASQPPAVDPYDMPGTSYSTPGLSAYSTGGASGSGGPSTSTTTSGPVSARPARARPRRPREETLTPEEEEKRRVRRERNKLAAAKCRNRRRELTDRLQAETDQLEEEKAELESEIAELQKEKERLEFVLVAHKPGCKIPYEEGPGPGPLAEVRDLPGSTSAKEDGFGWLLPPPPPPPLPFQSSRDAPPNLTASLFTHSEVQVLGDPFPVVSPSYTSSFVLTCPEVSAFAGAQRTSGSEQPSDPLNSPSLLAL
Active calls of the source: *.

For CC(C)(C)C(=O)NNC(=O)C1CC1(c1ccccc1)c1ccccc1 (configuration not stated) the results were NSD2 HMT inh 0, PKA-R2B activ -3, Pemphigus Ab inh 96, PKA-R1A act -8, CDK5 inh -0.1, SR-BI DiI-HDL act 2, MITF act -11, SUMO Mot1 rescue -1, Arr AP2 block 10, SR-BI HDL uptake -2 and dFosB activator 3.
For Cc1cccc(C)c1Nc1c(-c2ccsc2)nc2ncccn12 the results were NSD2 HMT inh -5, PKA-R2B activ -4, Pemphigus Ab inh 122, PKA-R1A act -4, CDK5 inh 0.0, SR-BI DiI-HDL act -16, MITF act -4, SUMO Mot1 rescue -7, Arr AP2 block 6, SR-BI HDL uptake 16 and dFosB activator -5.
Screening CCC(=O)NCCSc1c[nH]c2ccccc12 returned NSD2 HMT inh 0, PKA-R2B activ -1, Pemphigus Ab inh 107, PKA-R1A act 2, CDK5 inh -0.3, SR-BI DiI-HDL act 11, MITF act -2, SUMO Mot1 rescue 131, Arr AP2 block -17, SR-BI HDL uptake -11 and dFosB activator 2.
Screening OCC#Cc1ncc(C(F)(F)F)cc1Cl returned NSD2 HMT inh 3, PKA-R2B activ 6, Pemphigus Ab inh 117, PKA-R1A act 0, CDK5 inh -9.5, SR-BI DiI-HDL act 13, MITF act -3, SUMO Mot1 rescue 283, Arr AP2 block 3, SR-BI HDL uptake -13 and dFosB activator 7.
For CCCN1C(=O)c2cc(C(=O)Nc3ccccc3OC)ccc2C1Nc1ccccc1OC (configuration not stated) the results were NSD2 HMT inh 6, PKA-R2B activ -9, Pemphigus Ab inh 106, PKA-R1A act -2, CDK5 inh -3.1, MITF act -3, SUMO Mot1 rescue 2, Arr AP2 block -3 and dFosB activator -10.
`CC(C(=O)O)N1C(=O)CSC1=S` (configuration not stated) gave NSD2 HMT inh 0, PKA-R2B activ -2, PKA-R1A act -8, CDK5 inh -0.5, SR-BI DiI-HDL act 26, MITF act 1, SUMO Mot1 rescue -5, Arr AP2 block -7, SR-BI HDL uptake -26 and dFosB activator 6.
For O=C(c1cccc(S(=O)(=O)NCc2ccccc2)c1)N1CCN(c2ccccc2)CC1 the results were NSD2 HMT inh 1, PKA-R2B activ 1, PKA-R1A act 3, CDK5 inh -0.3, SR-BI DiI-HDL act -12, MITF act -10, SUMO Mot1 rescue 3, Arr AP2 block 34, SR-BI HDL uptake 12 and dFosB activator -3.
`COc1ccc(N2CCCn3c2nc2c3c(=O)n(CCc3ccccc3)c(=O)n2C)cc1` gave NSD2 HMT inh -8, PKA-R2B activ 0, Pemphigus Ab inh 97, PKA-R1A act 11, CDK5 inh 1.7, SR-BI DiI-HDL act -65, MITF act -8, SUMO Mot1 rescue 7, Arr AP2 block 8, SR-BI HDL uptake 65 and dFosB activator -9.
Cc1cc(C)n(-c2ccc(C(=O)OCC(=O)NC(c3ccccc3)c3ccccc3)cc2)n1 was read as PKA-R2B activ 0, Pemphigus Ab inh 90, PKA-R1A act -2, CDK5 inh -1.0, SR-BI DiI-HDL act 7, MITF act -2, SUMO Mot1 rescue 10, Arr AP2 block -2, SR-BI HDL uptake -7 and dFosB activator -3.
CCOC(=O)c1ccc(NS(=O)(=O)c2cnc[nH]2)cc1 was read as NSD2 HMT inh 1, PKA-R2B activ -3, Pemphigus Ab inh 100, PKA-R1A act 5, CDK5 inh -0.3, SR-BI DiI-HDL act 28, MITF act 5, SUMO Mot1 rescue -3, Arr AP2 block 3, SR-BI HDL uptake -28 and dFosB activator 3.
Screening O=C(CCC(=O)N(CC(=O)NC1CCCC1)Cc1ccc2c(c1)OCO2)Nc1ccccn1 returned NSD2 HMT inh 10, PKA-R2B activ -9, PKA-R1A act -5, CDK5 inh 0.7, SR-BI DiI-HDL act -9, MITF act 7, SUMO Mot1 rescue -2, Arr AP2 block -7, SR-BI HDL uptake 9 and dFosB activator -5.
Cc1cc2cc(CNC(=O)Cc3ccc([N+](=O)[O-])cc3)ccc2n1C was read as NSD2 HMT inh -2, PKA-R2B activ -4, Pemphigus Ab inh 93, PKA-R1A act -4, CDK5 inh -1.1, SR-BI DiI-HDL act -14, MITF act -19, SUMO Mot1 rescue 52, Arr AP2 block 26, SR-BI HDL uptake 14 and dFosB activator -8.
CCCc1cc(NCCCn2ccnc2)n2nc(C)c(-c3ccccc3)c2n1 was read as NSD2 HMT inh 1, PKA-R2B activ -3, Pemphigus Ab inh 112, PKA-R1A act 9, CDK5 inh 1.4, SR-BI DiI-HDL act 2, MITF act -3, SUMO Mot1 rescue 2, Arr AP2 block -11, SR-BI HDL uptake -2 and dFosB activator -10.
Screening CCCN(CCO)Cc1cccc(Oc2ccccc2)c1 returned NSD2 HMT inh 3, PKA-R2B activ -5, Pemphigus Ab inh 105, PKA-R1A act -6, CDK5 inh -1.1, SR-BI DiI-HDL act 16, SUMO Mot1 rescue 119, Arr AP2 block 3, SR-BI HDL uptake -16 and dFosB activator 3.
Screening CCCCCCn1c2c(c(=N)c3c1CCC3)CCC2 returned NSD2 HMT inh -3, PKA-R2B activ 3, Pemphigus Ab inh 99, PKA-R1A act -4, CDK5 inh -0.4, SR-BI DiI-HDL act -14, MITF act -63, SUMO Mot1 rescue 12, Arr AP2 block 3, SR-BI HDL uptake 14 and dFosB activator -6.
For Cc1ccccc1Nc1nc(N)nc(COC(=O)C(NC(=O)c2ccco2)C(C)C)n1 (configuration not stated) the results were NSD2 HMT inh -2, PKA-R2B activ -1, Pemphigus Ab inh 99, PKA-R1A act 2, CDK5 inh -2.2, SR-BI DiI-HDL act 3, SUMO Mot1 rescue 0, Arr AP2 block -6, SR-BI HDL uptake -3 and dFosB activator 1.
For CCc1ccc(N2CC(C(=O)OCC(=O)NNC(=O)c3ccccc3)CC2=O)cc1 (configuration not stated) the results were NSD2 HMT inh 0, PKA-R2B activ 2, Pemphigus Ab inh 95, PKA-R1A act 9, CDK5 inh 2.6, SR-BI DiI-HDL act 18, MITF act 17, SUMO Mot1 rescue -18, Arr AP2 block -3, SR-BI HDL uptake -18 and dFosB activator 0.
Screening CC(C)c1nc(CNC(=O)C2CCC(=O)N(Cc3ccc(Cl)cc3)C2)no1 (configuration not stated) returned NSD2 HMT inh -3, PKA-R2B activ -7, Pemphigus Ab inh 98, PKA-R1A act -6, CDK5 inh -2.6, SR-BI DiI-HDL act inconclusive, MITF act -9, SUMO Mot1 rescue 8, Arr AP2 block -11, SR-BI HDL uptake -123 and dFosB activator 4.
`Cn1c2c(c(=O)n3ncnc13)CCCC2` gave NSD2 HMT inh -1, PKA-R2B activ 9, PKA-R1A act 4, CDK5 inh 0.8, SR-BI DiI-HDL act 21, SUMO Mot1 rescue -1, Arr AP2 block 6, SR-BI HDL uptake -21 and dFosB activator -7.
CCSc1nc(C2CC2)cc(-c2cccs2)c1C#N was read as PKA-R2B activ 2, Pemphigus Ab inh 124, PKA-R1A act -11, CDK5 inh 2.0, SR-BI DiI-HDL act -49, MITF act 7, SUMO Mot1 rescue -12, Arr AP2 block 2, SR-BI HDL uptake 49 and dFosB activator 0.
Screening NC(=O)c1nsc(C(=O)N(CC(=O)NC2CCCCC2)c2cccc(F)c2)c1N returned NSD2 HMT inh -3, PKA-R2B activ 0, PKA-R1A act -5, CDK5 inh 0.6, MITF act 0, SUMO Mot1 rescue 13, Arr AP2 block -11 and dFosB activator 8.
`CC(C)(C)C(=O)NNC(=O)c1cc(C(C)(C)C)nn1Cc1ccccc1` gave NSD2 HMT inh -5, PKA-R2B activ -1, Pemphigus Ab inh 107, PKA-R1A act -2, CDK5 inh -0.6, SR-BI DiI-HDL act -9, MITF act 10, SUMO Mot1 rescue 146, Arr AP2 block -7, SR-BI HDL uptake 9 and dFosB activator -5.
Screening N#C/C=C(/N)c1ccc(Br)cc1 returned NSD2 HMT inh 1, PKA-R2B activ 0, Pemphigus Ab inh 89, PKA-R1A act -4, CDK5 inh -0.2, SR-BI DiI-HDL act 12, MITF act 1, SUMO Mot1 rescue 15, Arr AP2 block -3, SR-BI HDL uptake -12 and dFosB activator -1.
`COc1ccc(-n2c(C)cc(C(=O)COC(=O)c3cc(NC(=O)c4cccs4)c(OC)c(OC)c3)c2C)cc1` gave NSD2 HMT inh 2, PKA-R2B activ -7, Pemphigus Ab inh 92, PKA-R1A act -12, CDK5 inh -1.7, SR-BI DiI-HDL act -4, MITF act 7, SUMO Mot1 rescue -9, Arr AP2 block 9, SR-BI HDL uptake 4 and dFosB activator 0.
For Cc1cc(C)c2c(=O)n(CC(=O)Nc3cccc(Cl)c3C)sc2n1 the results were NSD2 HMT inh 0, PKA-R2B activ -9, Pemphigus Ab inh 84, PKA-R1A act 0, CDK5 inh 4.6, SR-BI DiI-HDL act 15, MITF act -4, SUMO Mot1 rescue 1, Arr AP2 block 30, SR-BI HDL uptake -15 and dFosB activator -2.

Of the compounds above, 3 have a Cl atom.
Screening OCC#Cc1ncc(C(F)(F)F)cc1Cl returned NSD2 HMT inh 3, PKA-R2B activ 6, Pemphigus Ab inh 117, PKA-R1A act 0, CDK5 inh -9.5, SR-BI DiI-HDL act 13, MITF act -3, SUMO Mot1 rescue 283, Arr AP2 block 3, SR-BI HDL uptake -13 and dFosB activator 7.
Screening CC(C)c1nc(CNC(=O)C2CCC(=O)N(Cc3ccc(Cl)cc3)C2)no1 (configuration not stated) returned NSD2 HMT inh -3, PKA-R2B activ -7, Pemphigus Ab inh 98, PKA-R1A act -6, CDK5 inh -2.6, SR-BI DiI-HDL act inconclusive, MITF act -9, SUMO Mot1 rescue 8, Arr AP2 block -11, SR-BI HDL uptake -123 and dFosB activator 4.
For Cc1cc(C)c2c(=O)n(CC(=O)Nc3cccc(Cl)c3C)sc2n1 the results were NSD2 HMT inh 0, PKA-R2B activ -9, Pemphigus Ab inh 84, PKA-R1A act 0, CDK5 inh 4.6, SR-BI DiI-HDL act 15, MITF act -4, SUMO Mot1 rescue 1, Arr AP2 block 30, SR-BI HDL uptake -15 and dFosB activator -2.

Bioassay records from PubChem BioAssay.

Hits appear at their usual frequency; about 4.7% have a hit in one of these screens.
